# FBPA Giardia inh: inhibitors of Giardia lamblia fructose-1,6-bisphosphate aldolase; purified Giardia FBPA; Potency, µM (top dose mostly 59.6 µM), without a hit: at the highest dose activity, negative = inhibition, most hits filed as inhibitors; hit rate 0.71% among 290,000; note: potency is the fitted concentration of half-maximal effect; nearly all actives have a fitted effect of over 55% in size
# Target sequence (A8B2U2 whole entry, looked up): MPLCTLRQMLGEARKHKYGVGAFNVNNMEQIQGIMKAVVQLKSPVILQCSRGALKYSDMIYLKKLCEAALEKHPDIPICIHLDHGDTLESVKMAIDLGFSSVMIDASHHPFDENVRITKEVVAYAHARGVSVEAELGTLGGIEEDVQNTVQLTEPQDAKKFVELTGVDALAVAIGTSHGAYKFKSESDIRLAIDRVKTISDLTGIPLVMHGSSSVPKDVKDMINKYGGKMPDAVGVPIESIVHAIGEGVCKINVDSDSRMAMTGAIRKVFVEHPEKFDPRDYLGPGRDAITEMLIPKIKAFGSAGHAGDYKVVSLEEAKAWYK
#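 Giardia FBPA (40 nM reagent) was preincubated 10 min at RT with compound (up to 57.5 uM final), then substrate plus GAPDH/TPI/NAD/arsenate coupling system with diaphorase/resazurin was added; resorufin fluorescence (525/598 nm) was read after 20 min.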
# AMA1-RON2 inh: disrupts binding of P. falciparum AMA1 to RON2. AlphaScreen AMA1-biotinylated RON2 peptide binding. Potency, µM (series often up to 58.2 µM), for inactives: top-dose activity change, negative = inhibition, hits mostly inhibitors. AID 720542. hit rate 0.2% among 360,000;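 note: potency is the fitted concentration of half-maximal effect; 0% = vehicle wells and -100% = peptide control; nearly all actives have a fitted effect of over 45% in size; some results filed as inactive show a strong effect at the top dose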
#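 AMA1 (3D7) with his tag at 25 nM final met compounds first, then biotinylated RON2 peptide at 25 nM; detection used donor plus acceptor beads, 10 µg/mL apiece, read by AlphaScreen after 30 min at room temperature.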
# AmpC detergent: AmpC beta-lactamase inhibition with detergent present; P00811; AmpC hydrolysis of nitrocefin, absorbance 480 nm, 0.01% Triton; Potency, µM (highest dose often 114 µM), for the others: top-dose activity change, negative = inhibition, most hits filed as inhibitors; hit rate 0.041% among 370,000; AID 485294;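 note: potency is the fitted concentration of half-maximal effect; 0% = no-compound wells and -100% = no-enzyme wells; nearly all actives have a fitted effect of over 25% in size; some results filed as inactive show a strong effect at the top dose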
# Target sequence (P00811 whole entry, looked up): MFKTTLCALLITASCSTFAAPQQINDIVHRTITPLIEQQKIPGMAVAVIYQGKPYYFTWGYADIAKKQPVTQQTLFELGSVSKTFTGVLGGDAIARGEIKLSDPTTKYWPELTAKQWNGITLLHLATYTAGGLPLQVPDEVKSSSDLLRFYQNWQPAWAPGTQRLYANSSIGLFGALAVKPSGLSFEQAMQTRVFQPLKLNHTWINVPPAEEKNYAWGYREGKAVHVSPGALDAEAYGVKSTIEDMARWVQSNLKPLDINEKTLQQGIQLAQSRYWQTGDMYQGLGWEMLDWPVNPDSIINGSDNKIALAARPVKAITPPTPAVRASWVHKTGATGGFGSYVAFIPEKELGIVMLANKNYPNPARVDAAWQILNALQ
#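 20 mM phosphate pH 7.0 + 0.01% (detergent screen) or 0.0001% Triton X-100; 5.3 nM AmpC reagent; cpd preinc 15 min RT; nitrocefin (800 uM stock) to start; A480 q20 s × 4 min; Activity was normalised to no-enzyme and no-compound control wells.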
# Sm TGR inh: S. mansoni TGR enzyme inhibition | Q962Y6 | purified TGR, DTNB reduction, TNB absorbance 405 nm | Potency, µM (titrated, usually from 114 µM), without a hit: at the top dose activity change, negative = inhibition, hits mostly inhibitors | hit rate 3% among 360,000 | AID 485364; note: potency is the fitted concentration of half-maximal effect; nearly all actives have a fitted effect of over 60% in size
#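 First, TGR (20 nM dispensed) and NADPH were mixed with compound. Second, a 15 min room-temperature incubation followed. Third, further NADPH and then DTNB were added to start the reaction. Finally, TNB absorbance was monitored kinetically.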
# AmpC inh no detg: blocks E. coli AmpC beta-lactamase in detergent-free assay. P00811. AmpC nitrocefin hydrolysis, absorbance 480 nm, 0.0001% Triton. AID 485341. hit rate 0.52% among 330,000. Potency, µM (series often up to 57.1 µM), inactives show at the top dose activity change, negative = inhibition, hits mostly inhibitors;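 note: potency is the fitted concentration of half-maximal effect; plate controls were no compound for no effect and no enzyme for full effect; nearly all actives have a fitted effect of over 20% in size; some results filed as inactive show a strong effect at the top dose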
#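 20 mM phosphate pH 7.0 + 0.01% (detergent screen) or 0.0001% Triton X-100; 5.3 nM AmpC reagent; cpd preinc 15 min RT; nitrocefin (800 uM stock) to start; A480 q20 s × 4 min; Activity was normalised to no-enzyme and no-compound control wells.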
# HCMV inh: human cytomegalovirus inhibition; HFF cells, HCMV-luciferase reporter, 72 h; hits give low values; activity change, negative = inhibition, % at 57.5 µM; hit rate 4.5% among 410,000; AID 1259415; in the data active = activity change below about -60%; inconclusive = no clear call, values can overlap the other calls; inactive = above about -39%
#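 Steps: HFFs plated, 16 h 37C; compounds added; HCMV-luciferase added to MOI 1 PFU/cell; 72 h 37C; OneGlo reagent, 5 min room temperature; luminescence read, normalized to controls.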
# * hit, by the source's call; ? = inconclusive; nt = not tested or not shown; & = joins results of further samples; [ ] = dose if it differs, or a comment. Unless noted, calls come from the whole dose curve; as a rule, active = well fitted curve in the direction sought with a large enough effect; inconclusive = small, poorly fitted or top-dose-only effect, or another doubt; inactive = no such curve, though single readings can be large; an effect the other way counts as inactive or inconclusive. Unless noted, % is set by controls: 0 for no effect and ±100 for the full control effect.
SMILES,FBPA Giardia inh,AMA1-RON2 inh,AmpC detergent,Sm TGR inh,AmpC inh no detg,HCMV inh
CSCCC(NC(=O)c1ccccc1)C(=O)OCC(=O)NCc1ccco1 (stereo not drawn),nt,-3%,nt,nt,-16%,-11
CCOc1ccc(-c2cnc(NCc3ccc(OC)cc3OC)n2C)cc1,nt,nt,1%,-2%,nt,-28
Cc1ccc(S(C)(=O)=O)cc1C(=O)OCC(=O)N1CCCC1=O,nt,11%,3%,1%,-34%,?
O=c1c2ccccc2nnn1CSc1nnc(-c2cccs2)n1Cc1ccccc1,5%,-15%,-10%,6%,-12%,?
CCc1ccc(NC(=O)CN2CCSc3ccc(S(=O)(=O)N4CCCC4)cc32)cc1,nt,nt,3%,7%,nt,?
O=C(C[n+]1ccn(CCCNP2(=O)C=C(c3ccccc3)OC(c3ccccc3)=C2)c1)c1cccs1,4%,-11%,13%,4%,182%[activator],?
COC(=O)c1ccsc1NC(=O)CN1CCN(c2ccc(F)cc2)CC1,-5%,?,?,0%,30%,-26
COC(=O)CC(=O)CSc1nc(C)cc(C)c1C#N,-4%,15%,?,-10%,-22%,-8
COc1ccc(OCC(O)CNC(=O)c2ccc(Br)cc2)cc1 (stereo not drawn),2%,-5%,2%,-9%,-14%,-38
Oc1cccnc1CCc1ccccc1,-4%,-12%,-5%,-12%,-16%,-26
O=C(Nc1ccc2c(c1)OCO2)c1cn(Cc2ccc(F)cc2)nn1,1%,-17%,-14%,0%,-16%,37
Cc1cccc(N=Nc2ccc(N(C)C)cc2)c1,0%,16µM*,0%,-11%,-28%,89
CCc1nc(SCc2cccnc2)c(C#N)cc1C,?,-5%,-14%,-3%,25%,1
O=C(O)CN=C1NC2(CCCCC2)Cc2ccccc21,2%,19%,-12%,-1%,-15%,4
CCc1nc(SCC(=O)c2c[nH]c3ccccc23)n[nH]1,-2%,-13%,?,-5%,-27%,-24
CCN1CCN(c2nc(C)nc3c2sc(=S)n3C)CC1,18µM*,-8%,?,-10%,-24%,-17
O=C(COC(=O)c1ccncc1)c1ccc(Br)cc1,0%,-4%,-7%,0%,-7%,-14
CCCn1c(N)c(N(CCOC)C(=O)c2ccc(N3CCCC3=O)cc2)c(=O)[nH]c1=O,nt,11%,?,2%,-2%,19
COc1ccc(CCN2C(=O)CS/C2=N/NC(=O)c2ccccc2F)cc1OC,2%,13%,-14%,-4%,-16%,6
CCNc1cc2n(c(=O)n1)CCc1cc(OC)c(OC)cc1-2,6%,-1%,-7%,-1%,-14%,122

# Rewritten field by field: entries from further up.
CCc1nc(SCC(=O)c2c[nH]c3ccccc23)n[nH]1
  FBPA Giardia inh = -2%	AMA1-RON2 inh = -13%	AmpC detergent = ?	Sm TGR inh = -5%	AmpC inh no detg = -27%	HCMV inh = -24
Cc1ccc(S(C)(=O)=O)cc1C(=O)OCC(=O)N1CCCC1=O
  FBPA Giardia inh = nt	AMA1-RON2 inh = 11%	AmpC detergent = 3%	Sm TGR inh = 1%	AmpC inh no detg = -34%	HCMV inh = ?

# (more compounds)
SMILES,FBPA Giardia inh,AMA1-RON2 inh,AmpC detergent,Sm TGR inh,AmpC inh no detg,HCMV inh
Clc1ccccc1-c1nnc(-c2cccs2)o1,6%,-2%,10%,67%[activator],-25%,-16
CC(=O)c1ccccc1NC(=O)COC(=O)C1=NN(c2ccccc2)C(=O)CC1,nt,19%,?,0%,-1%,-29
CC1Cc2ccccc2N1c1ncnc2c1nnn2Cc1ccccc1Cl (stereo not drawn),4%,25%,1%,2%,-12%,-38
O=C(Nc1ccccc1C(F)(F)F)C1CCN(S(=O)(=O)Cc2ccccc2)CC1,nt,nt,-3%,1%,nt,2
CCCc1cc(N2CCCC(C(=O)NCc3ccc4c(c3)OCO4)C2)n2ncnc2n1 (stereo not drawn),4%,3%,6%,9%,2%,6
CCOC(=O)c1ccc(OCCOc2cccc(C)c2)cc1,0%,30%[activator],5%,?,-9%,-9
O=c1[nH]c2ccc(NCc3ccccc3F)cc2[nH]1,nt,nt,27%,-34%,nt,-7
Cc1cc(C)c(C)c(S(=O)(=O)Nc2ccccc2C(=O)NCCCN2CCOCC2)c1C,-3%,-4%,3%,10%,212%[activator],?
c1ccc(CCNC2=NCCCS2)cc1,0%,-13%,-3%,3%,-7%,-28
CC(=O)N1CCc2cc(S(=O)(=O)NC(Cc3ccccc3)C(=O)Nc3cccc(C)c3)ccc21 (stereo not drawn),nt,nt,0%,-10%,nt,-33
COc1ccccc1C(=O)Nc1ccc(-c2nnn(CC(=O)N3CCOCC3)n2)cc1,-4%,8%,-11%,nt,144%[activator],-9
COc1ccc(CC(=O)N2CCN(c3ccccc3)CC2)cc1OC,-8%,16%,-9%,-20%,12%,-36
COc1ccccc1N(CC(=O)NC1CCCCC1)S(=O)(=O)c1cccs1,-2%,-4%,-2%,1%,23%,-24
Cn1c(=O)n(C)c2cc(S(=O)(=O)N3CCCCC3)ccc21,7%,8%,-6%,3%,-1%,188
Cc1cccc(NC2=C(Cl)C(=O)OC2OC(=O)c2ccco2)c1 (stereo not drawn),0%,-6%,-1%,14µM*,-25%,16
COc1ccc(C(Nc2ccccn2)c2oc(CO)cc(=O)c2O)cc1 (stereo not drawn),?,-11%,?,2.8µM*,-15%,3
COC(=O)C1=C(C)N(C2CCCC2)C(=O)C1(NC(C)=O)C(F)(F)F (stereo not drawn),1%,1%,-6%,1%,-1%,-1
NC(=O)[C@@H]1CCCN1C(=O)c1cc(COc2ccc3c(c2)CCCC3)on1,nt,6%,-4%,2%,87%[activator],40
CN(n1cnc2ccccc2c1=O)S(C)(=O)=O,-4%,2%,-1%,-3%,2%,35
Cc1cc(C(=O)NCC(C)(C)N2CCOCC2)c(C)o1,nt,-2%,?,5%,-9%,-11
CC1=C(c2ccc(C)cc2)S(=O)(=O)NC1=NCc1cccc(F)c1,nt,nt,-9%,0%,nt,?
CC(=O)OC1OCCOC1NC(=S)NCc1ccco1 (stereo not drawn),-28%,6%,-4%,-32%,13%,22
Nc1nonc1-n1nnc(C(=O)N/N=C/c2c(Cl)cccc2Cl)c1CSC1=NCCS1,4%,45%[activator],10%,4%,-33%,?
COc1ccccc1CNC(=O)c1ccc2c(c1)nc(C)n2-c1cccc(C)c1,nt,nt,-1%,2%,nt,-14
CCc1ccc(C2CC(=O)N3CN(c4ccccc4)CSC3=C2C#N)cc1 (stereo not drawn),?,41%[activator],?,35µM*,?,26
CC(=O)NCCc1ccc(S(=O)(=O)N(C)C2CCS(=O)(=O)C2)cc1 (stereo not drawn),0%,1%,-6%,-15%,-13%,28
CCOC(=O)c1c(NC(=O)CSc2nnc(CNc3ccc(F)cc3)o2)sc(C(C)=O)c1C,-3%,101%[activator],-4%,-2%,-19%,-27
Cc1noc(C)c1COC(=O)c1csc2c1CCC(C)C2 (stereo not drawn),nt,-8%,2%,0%,6%,-6
N#Cc1c(N2CCN(C(=O)c3ccccc3Cl)CC2)nc(-c2ccccc2)c2c1CCCC2,2%,-5%,2%,11%,4%,-6
COC(=O)c1ccc(-n2nnnc2SCC(=O)Nc2ccccc2C(=O)OC)cc1,-7%,-17%,-1%,-5%,-18%,-2
O=C(O)/C=C/c1cn(Cc2ccccc2Cl)nc1-c1ccccc1,22%,-14%,9%,13%,-25%,0
CC1(NC(=O)COc2ccccc2-c2ccccc2)CCS(=O)(=O)C1 (stereo not drawn),-7%,-2%,4%,-2%,42%,-30
CCCc1cc(C(=O)Nc2cc(C)on2)no1,0%,-3%,-22%,-9%,2%,-3
CCOc1ccc(S(=O)(=O)NCCc2c(C)[nH]c3c(Cl)cccc23)cc1C,nt,nt,7%,12%,nt,?
CC(=O)c1ccc(OC(C)C)c(Cc2c(O)nc(N)[nH]c2=O)c1,-4%,-16%[2.32 µM],-15%,-5%,-14%,12
CCCc1nc(SCC(=O)N2CCCC2)c2c(=O)n(C)c(=O)n(C)c2n1,nt,-8%,-10%,5%,49%,-70*
O=C(O)c1nn(-c2cccc(C(F)(F)F)c2)ccc1=O,0%,-4%,-11%,0%,-10%,-1
O=C(O)CCCN1C(=O)/C(=C\c2ccco2)SC1=S,?,-3%,1%,?,-19%,?
O=C(O)C12CC3CC(C1)CC(n1ncc(N4CCN(c5ccccc5)CC4)c(Cl)c1=O)(C3)C2,4%,5%[11.6 µM],-13%,10%,-10%,-24
CC(=O)Nc1ccc(OCCC[n+]2cccc(C(=O)[O-])c2)cc1,-8%,-6%,1%,-15%,16%,-10
CC(=O)N1CCN(c2cccc(C)c2C)CC1,1%,-13%,?,-12%,-4%,20
O=C(CN1CCN(C(=O)N2CCOCC2)CC1)Nc1cc(Cl)ccc1Cl,-8%,-4%,-5%,1%,103%[activator],-25
O=C(O)Cc1sc(-c2ccc(Cl)cc2)nc1-c1ccccc1,8%,-2%,-4%,11%,-20%,2
N#CCCN(Cc1ccccc1)C(=S)Nc1ccccc1,3%,4%,-2%,0%,-30%,-10
Cc1ccc(S(=O)(=O)NC2=NCCC2)cc1,23%,-8%,-14%,43%[activator],-8%,-9
CCNC(=O)CC1C(=O)N(c2ccc(C)cc2)C(=O)N1CCC(C)C (stereo not drawn),5%,9%,4%&3%,7%&-2%,-8%,33&11

# Compounds shown so far that contain an aryl methoxy group (9):
SMILES,FBPA Giardia inh,AMA1-RON2 inh,AmpC detergent,Sm TGR inh,AmpC inh no detg,HCMV inh
CCOc1ccc(-c2cnc(NCc3ccc(OC)cc3OC)n2C)cc1,nt,nt,1%,-2%,nt,-28
COc1ccc(OCC(O)CNC(=O)c2ccc(Br)cc2)cc1 (stereo not drawn),2%,-5%,2%,-9%,-14%,-38
COc1ccc(CCN2C(=O)CS/C2=N/NC(=O)c2ccccc2F)cc1OC,2%,13%,-14%,-4%,-16%,6
CCNc1cc2n(c(=O)n1)CCc1cc(OC)c(OC)cc1-2,6%,-1%,-7%,-1%,-14%,122
COc1ccccc1C(=O)Nc1ccc(-c2nnn(CC(=O)N3CCOCC3)n2)cc1,-4%,8%,-11%,nt,144%[activator],-9
COc1ccc(CC(=O)N2CCN(c3ccccc3)CC2)cc1OC,-8%,16%,-9%,-20%,12%,-36
COc1ccccc1N(CC(=O)NC1CCCCC1)S(=O)(=O)c1cccs1,-2%,-4%,-2%,1%,23%,-24
COc1ccc(C(Nc2ccccn2)c2oc(CO)cc(=O)c2O)cc1 (stereo not drawn),?,-11%,?,2.8µM*,-15%,3
COc1ccccc1CNC(=O)c1ccc2c(c1)nc(C)n2-c1cccc(C)c1,nt,nt,-1%,2%,nt,-14
